# Screening data as filed in PubChem BioAssay.
# TEAD-YAP inh = TEAD-YAP interaction inhibition. inhibition, % at 9.12 µM. AID 1259422. 640,000 compounds, 1.4% hits. HEK-TIYL cells, TEAD-Gal4/YAP UAS-luciferase luminescence; in the data active = inhibition above about 32%;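 also: 0% = median of test compound wells and 100% = reference inhibitor wells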
# FBW7 activator = activators of human E3 ligase FBW7 | AlphaScreen FBW7–phospho-cyclin E peptide binding, activator screen | 650,000 compounds, 0.13% hits | normalized activity (activation), % at 26.1 µM; in the data active = normalized activity above about 1.9%;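 also: purified mutant Fbw7 with reduced substrate affinity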
# GPR151 activ = activators of human GPR151 | Q8TDV0 | PathHunter beta-arrestin GPR151 cells, luminescence | activation, % at 11.2 µM | 650,000 compounds, 1% hits; in the data active = activation above about 4.9%;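 also: 0% = median of compound wells and 100% = cells with positive control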
# Target sequence (Q8TDV0 whole entry, looked up): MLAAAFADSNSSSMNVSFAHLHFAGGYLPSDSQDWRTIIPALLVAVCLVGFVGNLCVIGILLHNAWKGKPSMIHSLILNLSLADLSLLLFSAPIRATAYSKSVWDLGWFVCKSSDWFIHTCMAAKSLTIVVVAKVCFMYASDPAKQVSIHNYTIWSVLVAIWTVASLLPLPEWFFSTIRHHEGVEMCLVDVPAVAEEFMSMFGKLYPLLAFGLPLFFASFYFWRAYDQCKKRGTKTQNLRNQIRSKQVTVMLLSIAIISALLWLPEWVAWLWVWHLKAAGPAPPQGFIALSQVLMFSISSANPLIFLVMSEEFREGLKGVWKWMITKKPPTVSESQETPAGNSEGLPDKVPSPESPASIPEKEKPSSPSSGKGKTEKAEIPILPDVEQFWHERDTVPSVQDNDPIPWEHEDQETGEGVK
# MITF primary = blocks human microphthalmia-associated transcription factor. O75030. AlphaScreen MITF homodimerization, bead proximity signal. inhibition, % at 2.6 µM. 650,000 compounds, 0.91% hits. AID 1259374; in the data active = inhibition above about 50%;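 also: 0% = vehicle wells with protein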
# Target sequence (O75030 whole entry, looked up): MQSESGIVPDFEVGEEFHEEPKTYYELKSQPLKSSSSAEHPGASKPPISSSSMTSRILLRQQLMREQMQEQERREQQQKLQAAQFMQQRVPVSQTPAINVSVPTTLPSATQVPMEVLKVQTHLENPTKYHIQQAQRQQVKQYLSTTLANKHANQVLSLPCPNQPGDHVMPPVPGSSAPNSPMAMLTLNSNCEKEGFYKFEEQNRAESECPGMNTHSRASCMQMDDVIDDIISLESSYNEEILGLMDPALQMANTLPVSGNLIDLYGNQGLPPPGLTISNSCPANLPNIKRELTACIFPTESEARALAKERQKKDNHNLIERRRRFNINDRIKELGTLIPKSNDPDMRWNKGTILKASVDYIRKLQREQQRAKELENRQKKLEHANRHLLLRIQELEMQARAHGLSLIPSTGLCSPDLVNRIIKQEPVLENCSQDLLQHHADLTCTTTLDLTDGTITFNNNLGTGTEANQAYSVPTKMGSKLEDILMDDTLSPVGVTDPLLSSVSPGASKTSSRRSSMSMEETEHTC
# An asterisk follows results filed as active.
SMILES,TEAD-YAP inh,FBW7 activator,GPR151 activ,MITF primary
O=C(NC12CC3CC(CC(C3)C1)C2)N1CCN(Cc2ccc3c(c2)OCO3)CC1,-4,0.2,-0.5,2
COc1ccc(OC)c(/C=N/NC(=O)c2ccoc2C)c1,-58,0.1,-2.7,-5
CS(=O)(=O)c1ccc(N2CCN(Cc3nc4ccccc4[nH]3)CC2)c(Cl)c1,5,-0.1,0.7,4
COc1ccc(S(=O)(=O)N(C)C)cc1NS(=O)(=O)c1ccc(F)c(F)c1F,3,-0.2,-1.9,-8
Cc1nn(C(C)C(=O)Nc2nnc(CCc3ccccc3)s2)c(C)c1[N+](=O)[O-] (configuration not stated),-4,-0.1,-1.7,-9
Cc1cc(NC(=O)NS(=O)(=O)Oc2ccccc2)no1,-5,-0.1,-1.0,2
Cc1cccc(CN2CCc3nnc(CCc4ccccc4)n3CC2)n1,7,0.6,-0.2,20
COc1ccc(C(=O)n2cnc3ccccc32)cc1,6,0.1,1.1,4
O=C(Nc1ccc(F)cc1)c1cccc2c(Br)cccc12,-2,1.2,-0.7,-17
CCC(C)NS(=O)(=O)c1ccc(-c2ccc(S(=O)(=O)NC(C)CC)cc2)cc1 (configuration not stated),12,0.0,-0.2,4
CCOC(=O)c1csc(NC(=O)Nc2ccccc2)n1,-10,0.0,-0.2,9
CCCN1C(=O)C(NC(C)=O)c2cc(C)ccc21 (configuration not stated),1,0.0,-0.1,-3
CCOc1ccc(-n2c(CNC(=O)COc3ccccc3)nnc2SCC(=O)N2N=C(c3cccs3)CC2c2ccc(F)cc2)cc1 (configuration not stated),-6,0.1,0.1,1
COc1cc(C2NC(=S)NC(c3ccccc3)=C2C(C)=O)cc(Cl)c1OCC(=O)O (configuration not stated),14,0.1,-1.6,12
CCC1=NN2C(=N)/C(=C/c3cc(I)c(OCCOc4ccc(C(C)CC)cc4)c(OC)c3)C(=O)N=C2S1 (configuration not stated),-18,-0.1,1.1,-8
Cc1ccc(-n2cnc3cc(C(=O)NC4CCCC4)ccc32)cc1Cl,-3,0.3,-0.9,15
C=CCOc1ccc(/C(O)=C2\C(=O)C(=O)N(Cc3cccnc3)C2c2cccc(Oc3ccccc3)c2)cc1C (configuration not stated),10,0.2,-0.7,-5
CCOc1cc(CO)cc(Cl)c1O,-2,0.0,2.3,-7
CCN(CC(=O)Nc1ccc(NC(C)=O)cc1)S(=O)(=O)/C=C/c1ccccc1,-3,0.0,7.4*,5
CC(C)CC(NCC(O)Cn1c2ccccc2c2ccccc21)C(=O)O (configuration not stated),0,0.0,1.3,-7
Clc1ccc(-n2nnnc2C(c2ccccc2Cl)N2CCOCC2)cc1 (configuration not stated),0,0.0,-1.2,3
Cc1ccc(C(=O)NC(C(=O)c2ccccc2)N2CCOCC2)cc1 (configuration not stated),-1,0.1,0.8,1
N#Cc1cnn(-c2ncnc3sc4c(c23)CCCC4)c1N,-2,-0.1,2.1,-5
C/C(=N\NC(N)=O)c1ccc([N+](=O)[O-])cc1,1,-0.1,3.4,1
COc1cc(CNC(=O)c2cccc(-n3ccc4ccccc43)c2)cc(OC)c1OC,27,0.0,2.1,10

# Entries of single compounds from above. Order of screens: TEAD-YAP inh | FBW7 activator | GPR151 activ | MITF primary
# Results for `CCOc1ccc(-n2c(CNC(=O)COc3ccccc3)nnc2SCC(=O)N2N=C(c3cccs3)CC2c2ccc(F)cc2)cc1` (configuration not stated) : -6 | 0.1 | 0.1 | 1
# Results for `CCC1=NN2C(=N)/C(=C/c3cc(I)c(OCCOc4ccc(C(C)CC)cc4)c(OC)c3)C(=O)N=C2S1` (configuration not stated) : -18 | -0.1 | 1.1 | -8
# Results for `Cc1cc(NC(=O)NS(=O)(=O)Oc2ccccc2)no1` : -5 | -0.1 | -1.0 | 2

# Going on with the list.
SMILES,TEAD-YAP inh,FBW7 activator,GPR151 activ,MITF primary
CC(C)CCn1c(SCC(=O)c2ccc(Cl)cc2)nc2ccsc2c1=O,-6,0.7,1.4,10
O=S(=O)(c1ccc(F)c(F)c1)N1CCCCC1,-5,0.0,0.0,1
CC(=O)N1CCc2c(sc(NC(=O)c3cccc([N+](=O)[O-])c3)c2C#N)C1,-45,0.6,-2.8,2
O=C1C=C(N2CCCCC2)C(=O)c2ccccc21,1,0.1,0.6,1
O=C(c1cnc(N2CCN(c3ccccn3)CC2)c2ccccc12)N1CCOCC1,1,0.0,1.3,-12
COc1ccc2c(c1)C1CC(c3ccccc3)=NN1C(c1ccc(C(C)C)cc1)O2 (configuration not stated),-65,-0.1,-0.3,-6
CCOCCCNC(=O)c1oc2ccc(S(=O)(=O)N3CCOCC3)cc2c1C,2,0.1,1.2,-13
CN1CCN(S(=O)(=O)c2cc([N+](=O)[O-])ccc2N/N=C/c2ccc(N(C)C)cc2)CC1,7,0.0,1.0,-4
Cc1ccnc(NC(=O)c2ccc(Cl)cc2[N+](=O)[O-])c1,-9,0.1,-1.4,13
Cc1noc(C)c1NC(=O)NC1Cc2ccccc2C1,11,0.6,-1.0,11
CC(Oc1ccccc1Cl)c1nnc(N)s1 (configuration not stated),-1,-0.1,-0.2,-7
Nc1ccc(-c2nnc3n2CCCCC3)cc1,-1,0.5,2.1,24
COc1ccc(/C=C(\C#N)C(=O)Nc2ccc([N+](=O)[O-])cc2Br)cc1,1,0.1,0.8,2
O=C1C2=C(CCCC2)C(=O)N1c1ccccc1,-2,0.2,-0.2,8
O=C1NC(=O)C2(CCc3ccccc3C2)N1 (configuration not stated),-2,-0.3,1.5,3
C#CCOc1c(Br)cc(/C=C2/C(=O)ON=C2C)cc1OCC,3,-0.1,0.1,14
O=C(CC1OCCN(Cc2ccccc2)C1=O)Nc1cc(Cl)cc(Cl)c1 (configuration not stated),-1,0.5,0.6,7
Cc1cc(C)cc(OCC(=O)Nc2ccc(S(=O)(=O)Nc3onc(C)c3C)cc2)c1,8,0.0,-1.0,18
Cc1ccc2nc(/C=C/c3ccc([N+](=O)[O-])cc3)oc(=O)c2c1,-3,-0.1,0.1,4
CCCn1c(=O)n(C)c(=O)c2c3oc(=O)c(NC(=O)c4ccccc4)cc3[nH]c21,11,-0.1,0.2,6
Cc1ccc(Cl)cc1NC(=O)c1cnccn1,5,0.1,-0.6,18
CN(C(=O)c1cc([N+](=O)[O-])ccc1N1CCOCC1)c1ccccc1,-4,0.2,-1.2,21
O=C(NCc1ccccn1)c1ccc(-n2c(=S)[nH]c3ccccc3c2=O)cc1,-9,-0.1,0.1,2
O=S1(=O)CCC(N2CCN(C/C=C/c3ccccc3)CC2)C1 (configuration not stated),7,0.1,0.6,1
COc1ccc(Cc2nnc(C(=O)NC3CCCCC3)o2)cc1OC,-13,0.0,0.7,-8

# An excerpt of these results, with values under each structure.
# Order of values: TEAD-YAP inh | FBW7 activator | GPR151 activ | MITF primary
- O=C1C2=C(CCCC2)C(=O)N1c1ccccc1
    -2 | 0.2 | -0.2 | 8
- O=C1NC(=O)C2(CCc3ccccc3C2)N1 (configuration not stated)
    -2 | -0.3 | 1.5 | 3

# Other compounds:
SMILES,TEAD-YAP inh,FBW7 activator,GPR151 activ,MITF primary
CN(C)C(=O)CN1C(=O)C2C3C=CC(C3)C2C1=O (configuration not stated),6,-0.1,0.0,-1
CCCCCCOc1ccc(N2C(=O)CC(N3CCN(C(=O)c4ccco4)CC3)C2=O)cc1 (configuration not stated),-2,-0.1,-0.1,-4
COC(=O)N/N=C(\C)c1ccc(C)c([N+](=O)[O-])c1,-12,0.0,-1.6,-3
COC(=O)c1ccc(OC(=O)c2ccc(C)c([N+](=O)[O-])c2)cc1,-3,0.0,-0.4,-13
C/C(CC(=O)N(C)c1ccccc1)=N\NC(=O)COc1ccc(C)cc1Br,-4,0.0,1.7,-5
CC(=O)Nc1nc(C)c(-c2csc(Nc3ccc(Cl)cc3)n2)s1,7,-0.2,-1.2,1
Cc1ccc(C)c(NC(=O)c2ccc(S(=O)(=O)N3CCCCC3)cc2)c1,-2,0.1,0.6,-1
C[C@H](N=C1NS(=O)(=O)c2ccccc21)C(=O)OCc1cc([N+](=O)[O-])cc2c1OCOC2,0,0.0,1.3,-4
COC(=O)C(NC(=O)[C@@H](c1ccccc1)N1Cc2ccccc2C1=O)C(C)C (some centres not stated),-2,0.1,0.2,-8
S=c1oc(COc2ccccc2Cl)nn1CN1CCOCC1,-2,-0.1,-1.6,1
CN1OC(COS(=O)(=O)c2ccc(Cl)cc2)CC12C1CC3CC(C1)CC2C3 (configuration not stated),-2,0.0,0.1,4
COc1cc(/C=C2\C(=O)N(c3ccc(S(N)(=O)=O)cc3)N=C2C)ccc1OCc1ccccc1,-21,-0.1,-2.0,-10
O=c1oc2c(Cl)cc(Cl)cc2cc1-c1csc(Nc2ccccc2F)n1,-9,0.1,-0.3,9
CCOCCCNC(=O)c1cc2c(=O)n(C)c3ccccc3c2s1,1,0.0,-0.2,10
Cc1ccc(SCC(=O)N2CCCCCC2)cc1,-40,0.1,0.8,14
CCOc1ccc(/C=C2/C=C(c3ccc(F)cc3)OC2=O)cc1,12,0.2,0.1,19
COc1cc(/C=N\n2cnnc2)ccc1OCC(=O)Nc1ccc(C)cc1,-1,-0.2,2.6,-3
Cc1ccc(-c2n[nH]c(=O)c3ccccc23)cc1S(=O)(=O)Nc1ccc2c(c1)OCO2,1,0.0,-1.0,10
CCC(C)N(C(=O)COC(=O)c1csc2c1CCC(C)C2)C1CCS(=O)(=O)C1 (configuration not stated),-5,0.2,-1.7,-1
Cc1csc(NC(=O)CCC(=O)N(CCC(C)C)CC(=O)NC2CCCC2)n1,-31,0.1,-0.7,3
C=CCC1S/C(=N\N=C/c2cccc([N+](=O)[O-])c2)NC1=O (configuration not stated),-1,0.4,-0.7,29
COC(=O)c1c(NC(=O)c2ccccc2F)sc2c1CC(C)(C)NC2(C)C,8,0.1,-1.3,4
C#CCOc1cc(Br)c(CO)cc1OCC,7,0.1,-0.9,3
Cc1ccc(C(=O)NC(NCc2cccnc2)C(Cl)(Cl)Cl)cc1 (configuration not stated),11,0.0,-0.1,1
CN(C)CCSc1nc2ccccc2n1CCc1ccccc1,1,0.1,0.5,14

# A second format for some results above:
> COC(=O)C(NC(=O)[C@@H](c1ccccc1)N1Cc2ccccc2C1=O)C(C)C (some centres not stated)
  TEAD-YAP inh: -2	FBW7 activator: 0.1	GPR151 activ: 0.2	MITF primary: -8

> CC(=O)Nc1nc(C)c(-c2csc(Nc3ccc(Cl)cc3)n2)s1
  TEAD-YAP inh: 7	FBW7 activator: -0.2	GPR151 activ: -1.2	MITF primary: 1

> Cc1ccc(C(=O)NC(NCc2cccnc2)C(Cl)(Cl)Cl)cc1 (configuration not stated)
  TEAD-YAP inh: 11	FBW7 activator: 0.0	GPR151 activ: -0.1	MITF primary: 1

> Cc1ccc(-c2n[nH]c(=O)c3ccccc23)cc1S(=O)(=O)Nc1ccc2c(c1)OCO2
  TEAD-YAP inh: 1	FBW7 activator: 0.0	GPR151 activ: -1.0	MITF primary: 10

# Going on with the list:
SMILES,TEAD-YAP inh,FBW7 activator,GPR151 activ,MITF primary
COc1ccc(-c2nc3cc(N)ccc3o2)cc1OC,-67,1.4,-3.9,13
O=C(CSc1ccccc1C(=O)NNC(=O)c1ccncc1)NC1CCCCCCC1,1,0.2,2.7,0
CC(C)(C)c1ccc(-c2nc3cc(NC(=O)c4ccc(I)cc4)ccc3o2)cc1,9,-0.1,0.7,3
COc1cccc(CN2CCN(CCC(C)C)C(CCO)C2)c1OC (configuration not stated),8,0.0,-0.3,12
CC1CCc2c(sc3nc(CSc4nnc(N)s4)[nH]c(=O)c23)C1 (configuration not stated),6,0.1,-1.9,6
Cc1cc(N2CCCCC2)nc2ccc(NC(=O)/C=C/c3cccc(Cl)c3)cc12,-2,0.2,2.8,9
Cc1ccnc2nc(C(=O)Nc3ccccc3C(C)(C)C)nn12,-8,0.1,0.8,21
CCN(CC)C(=O)C1CCCN(c2nc(NCCOc3ccccc3)c3cc(OC)c(OC)cc3n2)C1 (configuration not stated),3,-0.1,-0.4,2
O=c1c2ccccc2n2c(=S)[nH]nc2n1Cc1ccccc1,-5,-0.2,2.0,-10
COc1cn(CC(=O)Nc2ccccc2C)c(CSc2nc(C)cc(C)n2)cc1=O,-11,-0.1,-2.4,-10
Cc1c(Cl)cccc1-c1ccc(C(=O)Nc2ccccn2)o1,-26,0.1,-1.0,14
O=S(=O)(c1ccccc1Cl)N1CCCC(c2nc(-c3cccs3)no2)C1 (configuration not stated),3,0.5,-0.5,15
Cc1ccc(C(=O)Nc2cccc(N)c2)cc1Br,-62,-0.3,-5.1,-1
Cc1nn(Cc2ccc(C(=O)NCc3ccc(Cl)cc3Cl)o2)c(C)c1[N+](=O)[O-],6,0.0,-0.7,-8
CCCC1CCC(C2=N/C(=C\c3ccccc3OC)C(=O)O2)CC1 (configuration not stated),2,-0.1,-0.6,-4
O=C(Cn1cnc2ccccc2c1=O)NCCC(=O)N1CCN(Cc2ccccc2)CC1,0,-0.2,0.2,3
CCOC(=O)C1=C(C)N=c2s/c(=C\c3ccc(-c4ccc(Cl)c(Cl)c4)o3)c(=O)n2C1c1ccccc1 (configuration not stated),3,-0.1,1.1,-6
COc1cc(CO)c(C2(C(=O)NN)CCCC2)cc1OC,-6,0.7,2.4,10
COc1ccc(-c2noc(-c3nnn(-c4ccc(Cl)cc4)c3N)n2)cc1,-6,0.1,0.4,-4
